GRK2 aptamer HTS = human GRK2 inhibition via aptamer displacement; 330,000 compounds, 0.59% hits; inhibition of aptamer binding, % at 10 µM; bead flow cytometry, FAM-aptamer displacement from GRK2; AID 488847;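 active = inhibition of aptamer binding above 40%, roughly 3 SD of noise, on plates passing a quality check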;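 also: median bead fluorescence of bound FAM aptamer so fluorescent compounds give negative values; no value below 0 was filed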
MEX-5 binding = C. elegans MEX-5 TCR-2 RNA binding activity | Q9XUB2 | MEX-5/FITC-TCR2 RNA binding, fluorescence polarization; stronger effect = lower value | activity score (negative = inhibition of binding), % at 10 µM | 300,000 compounds, 0.38% hits;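 active = inhibition past about -25% in most replicates, and total fluorescence under double the plate's negative control median, limit read from the data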;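 also: 0% = DMSO and -100% = 5 µM competing unlabeled TCR2 RNA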
Target sequence (Q9XUB2 whole entry, looked up): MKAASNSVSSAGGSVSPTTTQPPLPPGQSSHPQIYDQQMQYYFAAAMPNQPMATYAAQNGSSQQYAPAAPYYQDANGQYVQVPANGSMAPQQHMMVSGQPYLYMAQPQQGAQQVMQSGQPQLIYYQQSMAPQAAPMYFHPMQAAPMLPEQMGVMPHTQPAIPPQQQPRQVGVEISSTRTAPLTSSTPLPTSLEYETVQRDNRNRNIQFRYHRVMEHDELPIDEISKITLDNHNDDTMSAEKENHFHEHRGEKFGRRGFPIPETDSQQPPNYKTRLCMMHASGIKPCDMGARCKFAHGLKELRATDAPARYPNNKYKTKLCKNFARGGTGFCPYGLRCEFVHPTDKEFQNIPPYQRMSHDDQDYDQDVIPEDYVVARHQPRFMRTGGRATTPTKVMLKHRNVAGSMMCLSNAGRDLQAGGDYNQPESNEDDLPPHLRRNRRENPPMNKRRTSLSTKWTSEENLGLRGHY
The depositor's hits bear a star; / = no result given. A portion of the library, so the mix of outcomes need not match the whole.

SMILES | GRK2 aptamer HTS | MEX-5 binding
CC1=CC(=Cc2sc3ccccc3[n+]2C)C=C(C)O1 | / | 22
c1ccc(C2=NP(N3CCOCC3)(N3CCOCC3)=NC(N3CCOCC3)=N2)cc1 | / | -0.8
COC(=O)C(NC(=S)N1CC2C[C@@H](C1)Cn1c2cccc1=O)C(C)C (stereo not given in full) | / | -2.0
CN1C(=O)C(=Cc2sc(=O)n(-c3ccccc3)c2N2CCCCC2)C(=O)N(C)C1=O | / | -46*
O=C1NC(=O)C(=Cc2ccc(-c3cc(Cl)ccc3[N+](=O)[O-])o2)C(=O)N1 | / | 0.8
Cc1ccc(-n2c(/C=C/c3ccccn3)nc3ccccc3c2=O)cc1 | / | 2.0
O=C(O)c1cccc2c1NC(c1cccc([N+](=O)[O-])c1)C1CC(Sc3ccccc3[N+](=O)[O-])C(Cl)C21 (stereo not given) | / | -0.8
CN1CCC(N(C)c2nc(-c3ccc([N+](=O)[O-])cc3)nc3ccccc23)CC1 | / | -2.1
CCCCCCC(N)CC(=O)O (stereo not given) | / | 0.6
CN(C)c1ccc(-[n+]2c(-c3ccccc3)cc(-c3ccccc3)cc2-c2ccccc2)cc1 | / | -4.2
O=c1c2ccccc2nc(/C=C/c2ccc([N+](=O)[O-])o2)n1-c1ccc(O)cc1 | / | -20
O=C(O)CCn1cc(C=C2C(=O)NC(=S)NC2=O)c(-c2cc3ccccc3oc2=O)n1 | / | -9.8
COc1ccccc1-n1c(-c2ccccc2)nc2ccccc2c1=O | / | 2.3
CCOC(=O)C1(c2ccccc2)Oc2ccccc2C(c2ccc(OC)cc2)=C1C(=O)OC (stereo not given) | 2 | /
CCOC(=O)C1=C(C)c2ccccc2OC1(C(=O)OCC)c1ccccc1 (stereo not given) | 2 | /

As entered above.
CC1=CC(=Cc2sc3ccccc3[n+]2C)C=C(C)O1 in MEX-5 binding: 22
COc1ccccc1-n1c(-c2ccccc2)nc2ccccc2c1=O in MEX-5 binding: 2.3
CN1CCC(N(C)c2nc(-c3ccc([N+](=O)[O-])cc3)nc3ccccc23)CC1 in MEX-5 binding: -2.1
O=C(O)CCn1cc(C=C2C(=O)NC(=S)NC2=O)c(-c2cc3ccccc3oc2=O)n1 in MEX-5 binding: -9.8
CCCCCCC(N)CC(=O)O (stereo not given) in MEX-5 binding: 0.6

Five entries from above, reformatted:
Each structure is followed by: GRK2 aptamer HTS | MEX-5 binding
COC(=O)C(NC(=S)N1CC2C[C@@H](C1)Cn1c2cccc1=O)C(C)C (stereo not given in full)
→ / | -2.0
CN1C(=O)C(=Cc2sc(=O)n(-c3ccccc3)c2N2CCCCC2)C(=O)N(C)C1=O
→ / | -46*
O=C1NC(=O)C(=Cc2ccc(-c3cc(Cl)ccc3[N+](=O)[O-])o2)C(=O)N1
→ / | 0.8
Cc1ccc(-n2c(/C=C/c3ccccn3)nc3ccccc3c2=O)cc1
→ / | 2.0
O=C(O)c1cccc2c1NC(c1cccc([N+](=O)[O-])c1)C1CC(Sc3ccccc3[N+](=O)[O-])C(Cl)C21 (stereo not given)
→ / | -0.8

Screening results: PubChem BioAssay, several laboratories
